CCR6 antag – CCR6 (human) receptor antagonism; hit rate 0.49% among 340,000; CHO-K1 CCR6 PathHunter beta-arrestin, luminescence, CCL20-stimulated; inhibition, % at 20 µM; AID 493098;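 active means compounds whose inhibition of the agonist-driven luminescence signal at 20 µM reaches about 50%, limit read from the data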;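 further: cells stimulated with CCL20 at 14 nM final; plate controls were DMSO with CCL20 for no effect and DMSO without agonist for full effect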
Target sequence (P51684 whole entry, looked up): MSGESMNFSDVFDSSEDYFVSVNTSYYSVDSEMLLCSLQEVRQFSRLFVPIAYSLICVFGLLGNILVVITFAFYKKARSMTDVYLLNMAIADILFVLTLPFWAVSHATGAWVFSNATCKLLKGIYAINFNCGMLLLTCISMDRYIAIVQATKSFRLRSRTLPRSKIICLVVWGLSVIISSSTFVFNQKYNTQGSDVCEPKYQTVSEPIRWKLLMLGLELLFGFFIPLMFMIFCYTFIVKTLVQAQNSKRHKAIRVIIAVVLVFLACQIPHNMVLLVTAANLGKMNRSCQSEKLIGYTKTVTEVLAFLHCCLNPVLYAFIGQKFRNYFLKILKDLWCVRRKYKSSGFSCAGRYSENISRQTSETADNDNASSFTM
Mdm2 MdmX PPI – human Mdm2/MdmX binding inhibition; O15151+Q00987; SaOS-2 split-luciferase Mdm2/MdmX complementation, luminescence; inhibition, % at 8 µM; hit rate 3% among 330,000;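 active means inhibition of at least 50% at 8 µM in the primary screen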
UPR XBP1 act – adaptive UPR (XBP1) activation. CHO-XBP1 luciferase reporter, IRE1-XBP1 UPR activation, luminescence; percent of tunicamycin response, DMSO as zero. activation, % at 20 µM. hit rate 0.33% among 330,000;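 active means versus positive control, 20 µM dose yields 30% or more activation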;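 further: 100% = tunicamycin at 10 µg/mL and 0% = DMSO only wells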
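Signal: luciferase luminescence; Assay system: CHO-XBP1 luciferase reporter cells; Amount: one thousand reporter cells per well; Dosing: 20 µM single concentration, DMSO 1%; Benchmarks: high control tunicamycin 10 µg/mL final, low control DMSO vehicle only; Schedule: 6 h compound exposure at 37 °C, 5% CO2; Evaluation: percent activation relative to tunicamycin reference.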
APJ agonist – agonists of human APJ apelin receptor. P35414. CHO-K1 APJ PathHunter beta-arrestin, luminescence; 0% DMSO wells, 100% apelin. activation, % at 20 µM. hit rate 0.11% among 330,000. AID 2520;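 active means activation more than six SD over the plate average, tested at 20 µM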;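 further: 0% = DMSO alone and 100% = apelin-13 at 10 nM; some results filed as inactive read as strong as hits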
Target sequence (P35414 whole entry, looked up): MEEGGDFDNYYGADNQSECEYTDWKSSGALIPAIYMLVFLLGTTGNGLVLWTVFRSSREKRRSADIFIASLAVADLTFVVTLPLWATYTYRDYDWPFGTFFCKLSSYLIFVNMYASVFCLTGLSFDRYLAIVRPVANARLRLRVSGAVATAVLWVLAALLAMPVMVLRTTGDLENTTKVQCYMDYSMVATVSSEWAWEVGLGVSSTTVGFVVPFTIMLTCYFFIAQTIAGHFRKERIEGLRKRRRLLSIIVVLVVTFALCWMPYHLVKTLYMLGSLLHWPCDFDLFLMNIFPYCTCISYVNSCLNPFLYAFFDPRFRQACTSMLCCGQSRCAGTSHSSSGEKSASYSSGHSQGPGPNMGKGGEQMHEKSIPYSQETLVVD
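system = engineered CHO-K1 APJ arrestin reporter cells | input = 1000 cells per well | timing = overnight seeding, 90 min compound at 25 °C, 1 h detection | measured by = enzyme-fragment complementation luminescence | read-out = beta-arrestin recruitment to APJ as agonist activity, luminescent signal | control set = negative DMSO alone, positive Apelin-13 at 10 nM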
tim23-1 inh – inhibits growth of tim23-1 mutant yeast. inhibition, % at 20 µM. hit rate 1.3% among 330,000. AID 463212. S. cerevisiae tim23-1 growth, BacTiter-Glo luminescence, 24 h;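 active means growth inhibition of the mutant yeast at or above 50%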;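 further: temperature-sensitive mutant grown at 25 °C; plate controls were DMSO-treated mutant yeast for no effect and medium wells lacking yeast for full effect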
EBI2 block – EBI2 (human) antagonism | P32249 | EBI2 beta-arrestin recruitment, luminescence, 7a,25-OHC stimulated | inhibition, % at 5 µM | hit rate 0.81% among 360,000; in the data active means inhibition above about 38%;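 further: enzyme fragment complementation signal reports receptor beta-arrestin coupling in cells; 0% = agonist plus DMSO wells and 100% = wells without agonist; some results beyond the cut were filed as inactive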
APJ antag – blocks the human apelin receptor APJ. P35414. AID 2521. CHO-K1 APJ beta-arrestin complementation, luminescence. hit rate 0.32% among 330,000. inhibition, % at 20 µM;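 active means inhibition above about 40% at 20 µM, limit read from the data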;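 further: cells challenged with 10 nM apelin-13 agonist together with compound; plate controls were apelin-13 plus DMSO wells for no effect and DMSO wells lacking apelin-13 for full effect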
UPR CHOP act – apoptotic UPR (CHOP) activation | CHO-CHOP luciferase reporter, luminescence; percent of tunicamycin response over DMSO baseline | hit rate 0.34% among 330,000 | AID 449763 | activation, % at 10 µM;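 active means at 10 µM dose, activation of 40% or more, normalized to positive control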;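 further: 100% = tunicamycin at 10 µg/mL and 0% = DMSO alone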
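measured by = luciferase luminescence | assay system = CHO-CHOP cells, stable luciferase reporter of PERK-eIF2a-CHOP signalling | amount = 500 reporter cells seeded per well | timing = 6 h compound exposure at 37 °C after overnight seeding | controls = positive tunicamycin 10 µg/mL, negative DMSO alone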
CXCR6 block – inhibitors of human CXCR6 receptor; AID 602244; CHO-K1 PathHunter CXCR6 beta-arrestin, luminescence; hit rate 0.36% among 360,000; inhibition, % at 20 µM; in the data active means inhibition above about 34%, passing the limit was not always enough;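 further: antagonist mode with CXCL16 agonist at 10 nM final; 0% = 10 nM CXCL16 with DMSO and 100% = unstimulated wells without agonist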
Target sequence (O00574 whole entry, looked up): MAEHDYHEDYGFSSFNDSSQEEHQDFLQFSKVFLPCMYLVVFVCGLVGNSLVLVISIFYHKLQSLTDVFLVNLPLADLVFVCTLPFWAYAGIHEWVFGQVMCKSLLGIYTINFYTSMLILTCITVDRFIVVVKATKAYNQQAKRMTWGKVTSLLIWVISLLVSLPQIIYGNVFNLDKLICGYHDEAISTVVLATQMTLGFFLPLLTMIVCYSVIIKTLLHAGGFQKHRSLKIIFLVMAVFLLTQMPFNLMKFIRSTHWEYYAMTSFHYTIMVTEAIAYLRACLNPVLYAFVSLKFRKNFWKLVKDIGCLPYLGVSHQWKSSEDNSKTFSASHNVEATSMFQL
* = called active by the depositor; . = not tested or not shown. An excerpt, so the mix of outcomes need not match the whole.

SMILES	CCR6 antag	Mdm2 MdmX PPI	UPR XBP1 act	APJ agonist	tim23-1 inh	EBI2 block	APJ antag	UPR CHOP act	CXCR6 block
COc1ccc(N(C(=O)c2cnsn2)C(C(=O)NC2CCCCC2)c2ccncc2)cc1 (stereo unspecified)	22	-7	1	-6	7	9	4	1.1	1
Cc1ccc(S[C@@H](CCN2CC[C@H](C(C)(C)C)CCC2=O)c2ccccc2)cc1	14	18	0	4	8	32	11	-1.3	28
C[C@H](NC(=O)c1nc[nH]c1C(=O)NCC(=O)OCc1ccccc1)C(=O)OCc1ccccc1	-1	0	-2	2	11	-30	1	-1.8	-4
Cc1ccccc1-c1nc(Cc2ccc(Cl)cc2)no1	28	-3	1	-6	2	9	7	3.0	1
O=C(NC1CC1)c1ccc(COc2ccc(F)cc2)o1	13	16	1	-3	-15	1	-19	-1.5	2
O=C(CSc1nc2sc3c(c2c(=O)[nH]1)CCC3)NCCO	8	10	4	0	10	3	8	1.1	10
CCCCOC(=O)Cn1cnc2ccc(Br)cc2c1=O	-9	-30	1	-1	7	9	2	-1.9	11
c1ccc(OCc2nc3ccccc3s2)cc1	13	-66	1	-2	16	10	-11	-0.2	0
CC(C)c1nc2c(c(=O)c3ccccc3n2C)c(=O)n1-c1ccc(F)cc1	-20	-9	0	6	-2	-15	10	-0.7	-11
CCOC(=O)c1ccc(NC(=O)c2c(N)n(Cc3ccccc3)c(=O)[nH]c2=O)cc1	3	96*	11	-3	-12	-16	-64	5.1	3
CSc1nnc(C)c(=O)n1COC(=O)COc1ccccc1	-21	14	-4	-2	6	-5	4	2.0	-2
COCCn1c(C(C)C)nc2sc3ccccc3c(=O)c2c1=O	5	-4	-2	-5	34	6	24	-2.2	1
CSc1nsc(SC)c1CO	13	5	-3	-2	7	-3	7	1.9	-1
CCCCn1c(Cc2ccccc2)nnc1SCC(=O)Nc1cc(C)on1	13	5	1	-3	1	-2	7	1.3	7
COC(=O)CC1C(C(=O)OC)ON2OC(C(=O)OC)C(C(=O)OC)C12 (stereo unspecified)	2	2	-1	-2	-6	0	8	-2.1	1
COC(=O)c1c(-c2ccc(C)cc2)csc1NC(=S)NC(=O)c1ccc(F)cc1	36	23	-4	-3	9	24	21	-1.8	19
CN(C)c1ccc(/C=N/NC(=S)NCc2ccccc2)cc1	11	8	1	8	26	49*	4	0.5	0
CCC1CCC2(CC1)NC(=O)N(CC(=O)Nc1ccc(OC)c(Cl)c1)C2=O (stereo unspecified)	2	-18	-3	-2	24	5	8	0.1	1
CCOC(=O)CNC(=O)N1CCC(CCOc2ccccc2)(C(=O)OCC)CC1	2	-8	-5	-3	12	-2	-1	-0.4	-6
O=C(COc1ccc(Cl)cc1)NCCC1=CCCCC1	16	-4	0	-2	39	16	12	-0.3	2
COc1ccc(OCCC(=O)OCC(=O)Nc2cccc(S(=O)(=O)N3CCOCC3)c2)cc1	11	17	0	-3	2	-2	-16	1.9	7
Cc1oc(C(=O)O)cc1CSCc1ccoc1C(=O)O	1	-7	-2	0	10	-5	-2	0.8	-3
Cc1ccn2cc(CNS(=O)(=O)c3ccc(Cl)s3)nc2c1	-5	16	0	6	-2	0	14	2.1	4
COc1ccc(OCC(=O)NNC(=O)C2CCN(c3ncnc4sc(C)c(C)c34)CC2)cc1	7	21	-2	-2	2	31	-4	-2.4	-6
O=C(Nc1cccc([N+](=O)[O-])c1)C1CCN(C(=O)Cc2ccccc2)CC1	11	-2	-7	14	10	-1	-4	0.8	8
Next part.
SMILES	CCR6 antag	Mdm2 MdmX PPI	UPR XBP1 act	APJ agonist	tim23-1 inh	EBI2 block	APJ antag	UPR CHOP act	CXCR6 block
CCOC(=O)[C@H]1[C@H]2COc3ccc(Cl)cc3[C@@H]2N2C(=O)c3ccccc3NC(=O)[C@@]12C	-1	19	-2	-3	23	-7	-8	-0.4	9
CCc1ccccc1N(CC(=O)NC(C)C)C(=O)CCC(=O)Nc1nccs1	-4	9	0	2	5	1	-12	-2.6	2
O=C(O)Cn1nc(-c2ccccc2)ccc1=O	9	6	-5	0	8	6	-4	1.3	-2
COC(=O)c1ccccc1CON1C(=O)C(C)(C)N(OCc2ccccc2C(=O)OC)C(=O)C1(C)C	4	-8	2	-4	20	-8	16	0.0	5
COc1ccc(CN2CCN(CCCc3ccccc3)C(CCO)C2)c(OC)c1 (stereo unspecified)	0	7	2	-3	8	-6	12	0.2	-9
S=C1NCN(C2CCCCC2)CN1c1ccccc1	-3	5	-3	-3	14	-3	10	0.9	-1
CCOC(=O)c1nc(Nc2cccc(C)c2)c2ccccc2n1	3	4	-2	-1	-4	-14	-15	-0.9	3
COc1ccccc1CCNC(=O)c1ccc(OC)c(OC2CCN(C(C)C)CC2)c1	-9	-9	1	-2	-3	2	1	-0.4	-4
Cc1nc(N2CCOCC2)c(C#N)c(C)c1Br	5	-5	0	-3	6	-6	-11	2.9	5
CC1CCN(C(=O)CNC(=O)c2cccc(OC(F)F)c2)CC1	4	10	2	-2	18	0	7	-0.3	2
COCCn1c(=NC(=O)c2ccc(S(=O)(=O)N3CCOCC3)cc2)sc2cc(S(N)(=O)=O)ccc21	6	11	-3	-1	-2	2	-3	1.0	7
CC(C)OC(=O)CSc1nnc(-c2ccc(C(C)(C)C)cc2)n1N	2	14	-1	-4	24	7	-2	0.3	2
OCCSc1c(F)c(SCCO)c(SCCO)c(F)c1SCCO	9	-1	-1	-1	7	-6	9	1.3	3
Cc1ccsc1C(=O)OC(C)C(=O)NC1CCCCC1C (stereo unspecified)	12	-3	-1	-5	8	2	-50	3.4	1
COc1ccccc1C1SCCN1S(=O)(=O)c1cccc(C(F)(F)F)c1 (stereo unspecified)	31	19	1	-5	-3	32	10	1.3	11
O=C(CSc1nnc(NC(=O)C2CC(=O)N(c3ccc(F)cc3)C2)s1)NCc1ccco1 (stereo unspecified)	6	5	1	-4	1	1	-44	1.9	-7
Cc1ccc(C(=O)NCCCN2CCOCC2)cc1S(=O)(=O)N1CCCCC1	5	13	-1	-4	1	0	19	0.9	5
O=C(CS(=O)(=O)c1ccc(Cl)c(Cl)c1)Nc1ccccc1Cl	1	0	-3	2	6	-4	1	-0.7	-4
COc1cccc(S(=O)(=O)NCc2ccc(C(=O)N3CCN(c4ccccc4OC)CC3)cc2)c1	.	35	-5	7	-5	0	0	-0.3	-13
CCC(=O)Nc1ccc(C(=O)NNC(=O)C2CCCCC2)cc1	1	12	-2	-5	-11	-5	-1	-1.7	-3
CC(C)C1Nc2ccc(C(=O)NC3CCCCC3)cc2NC1=O (stereo unspecified)	6	-6	-5	-1	-15	-7	5	0.5	-3
CC(C)=N/N=C(/c1ccc([N+](=O)[O-])cc1)C12CN3CN(CN(C3)C1)C2	12	-11	-1	-1	13	-6	1	0.8	-3
CN1C(=O)c2ccc(C(=O)Nc3nccs3)cc2C1=O	15	-10	4	-2	12	2	-2	1.5	1
CC(C)c1ccc(S(=O)(=O)N2CCN(CC(=O)Nc3ccc4c(c3)OCO4)CC2)cc1	-16	1	-5	0	35	7	-23	0.3	3
O=C(c1cc2nc(-c3ccc(F)cc3)cc(C(F)(F)F)n2n1)N1CCOCC1	27	16	-3	-1	7	0	8	8.6	5
The listing continues.
SMILES	CCR6 antag	Mdm2 MdmX PPI	UPR XBP1 act	APJ agonist	tim23-1 inh	EBI2 block	APJ antag	UPR CHOP act	CXCR6 block
Brc1cccc(OCCN2CCCCC2)c1	-2	15	0	-1	-6	-10	7	1.8	1
CCN1CCC(n2nccc2NC(=O)c2ccccc2Cl)CC1	-6	0	-1	2	4	1	-1	-0.4	14
CC1CCCC(NC(=O)COC(=O)CCC(=O)c2ccc(F)cc2)C1C (stereo unspecified)	0	14	0	-2	32	-1	-3	-1.2	0
C=CCNC(=O)c1csc(-c2ccccc2)n1	2	9	-2	-5	7	-11	-5	0.0	-2
Cc1nn(C)c(C)c1S(=O)(=O)NC1CCCC1	2	22	-2	-2	-3	-1	5	3.0	-6
Cc1cc(OCC(O)CN2CCCC2)cc(C)c1Cl (stereo unspecified)	0	4	-4	-1	-7	1	5	-2.4	0
CCCCC(CC(O)COCC(C)C)C(=O)NNC(=S)Nc1ccccc1 (stereo unspecified)	40	3	3	-5	14	8	25	-0.8	10
Cc1cc(C(=O)COC(=O)c2cccc(O)c2)c(C)n1C1CC1	0	37	-7	-4	1	-5	6	-6.5	-5
O=C(Nc1cc(Cl)ccc1Cl)c1ccc(-c2ccccc2)cc1	-4	2	5	-3	4	15	11	3.6	0
O=C(c1ccccc1O)N1N=C(c2ccccc2)CC1(O)C(F)(F)F (stereo unspecified)	31	-30	4	-3	34	0	21	0.8	11
CCCCN(C)CCNC(=O)c1cc2c(=O)[nH]c3ccccc3c2n1C	13	9	-1	-3	-5	-6	-14	-2.3	-6
Cc1cccc2cc3c(NC(=O)C(C)(C)C)nn(CC(C)C)c3nc12	-1	-7	2	0	43	7	-8	1.4	-8
O=C(O)/C(=C\c1ccc(Cl)c([N+](=O)[O-])c1)c1ccc(S(=O)(=O)N2CCCCC2)s1	8	1	-1	-2	28	-1	-18	-1.6	-3
O=C(NCCNc1ccnc2cc(Cl)ccc12)c1ccccc1F	0	12	-2	2	9	9	-5	4.0	-6
O=C(Nc1cnccn1)c1ccc(F)cc1Cl	10	25	-4	1	-13	-11	10	-1.3	-7
O=C(c1cccc(Br)c1)N1CCCc2ccccc21	6	-10	-5	-3	13	0	8	0.4	8
COc1ccc(/C=N\NS(=O)(=O)c2ccc(Br)cc2)cc1COc1ccccc1[N+](=O)[O-]	27	20	0	-4	7	9	8	1.3	1
O=C1C=CC(=O)N1c1ccc(O)cc1	81*	-22	-4	-5	8	8	-3	1.6	14
CC(c1ccccc1)C1CC(=O)N(c2ccccc2)C1=O (stereo unspecified)	4	-3	-3	-2	8	0	-19	1.4	4

One compound at a time, from the list above:
Entry for O=C(c1cccc(Br)c1)N1CCCc2ccccc21 → CCR6 antag: 6; Mdm2 MdmX PPI: -10; UPR XBP1 act: -5; APJ agonist: -3; tim23-1 inh: 13; EBI2 block: 0; APJ antag: 8; UPR CHOP act: 0.4; CXCR6 block: 8
Entry for COc1ccc(/C=N\NS(=O)(=O)c2ccc(Br)cc2)cc1COc1ccccc1[N+](=O)[O-] → CCR6 antag: 27; Mdm2 MdmX PPI: 20; UPR XBP1 act: 0; APJ agonist: -4; tim23-1 inh: 7; EBI2 block: 9; APJ antag: 8; UPR CHOP act: 1.3; CXCR6 block: 1

Some entries already given with just CXCR6 block and APJ agonist.
SMILES | CXCR6 block | APJ agonist
O=C(O)/C(=C\c1ccc(Cl)c([N+](=O)[O-])c1)c1ccc(S(=O)(=O)N2CCCCC2)s1 | -3 | -2
O=C(NCCNc1ccnc2cc(Cl)ccc12)c1ccccc1F | -6 | 2
O=C(Nc1cnccn1)c1ccc(F)cc1Cl | -7 | 1
O=C(c1cccc(Br)c1)N1CCCc2ccccc21 | 8 | -3
